# SENP1 inh = human SENP1 catalytic domain inhibitors, primary screen, biochemical, FRET, uHTS; recombinant SENP1 catalytic domain, CyPet-SUMO1-YPet FRET cleavage; inhibition, % at 10 µM; 360,000 compounds, 0.21% hits; AID 624204, 2012;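 active = inhibition at least 30% at 10 µM, raw YFP signal under a set limit, fluorescence ratio 0.5 to 1.5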;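 note: 0% = enzyme with DMSO and 100% = no enzyme wells; some results filed as inactive read as strong as hits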
# Target sequence (Q9P0U3 419-644 limits assumed): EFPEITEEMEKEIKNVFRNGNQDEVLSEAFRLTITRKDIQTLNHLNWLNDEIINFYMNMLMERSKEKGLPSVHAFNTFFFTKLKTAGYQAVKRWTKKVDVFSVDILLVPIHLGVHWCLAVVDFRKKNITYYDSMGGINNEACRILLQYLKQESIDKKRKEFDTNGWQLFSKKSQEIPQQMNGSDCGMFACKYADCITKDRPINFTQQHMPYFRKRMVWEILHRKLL
#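 Assay system – human recombinant His6-tagged SENP1 catalytic domain enzyme · Input – SENP1 enzyme, 20 pM final · Buffer or medium – Tris pH 8 buffer plus EDTA, NaCl, BME, BSA, NP40, catalase · Schedule – 50 min reaction at room temperature · Technique – FRET read of cyan and yellow fluorescence · Control set – no-enzyme wells low, DMSO-plus-enzyme wells high control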
# Starred values were filed as active, the others as inactive. These rows are one share of the data, so the mix of outcomes need not match the whole.
Compound	SENP1 inh
CC(NC(=O)COC(=O)CN1C(=O)NC2(CCCC2)C1=O)c1ccc(F)cc1 (stereo not given)	0.0
CCOc1cc2[nH]c(=S)n(CCCN3CCN(C)CC3)c(=O)c2cc1OCC	1.5
CCOC(=O)/C=C1/SCC(=O)N1CCOc1cccc(Br)c1	1.3
CC(=O)OC1(C)C=Cc2ccccc2C1=NS(=O)(=O)c1ccccc1 (stereo not given)	-0.9
Cc1ccc(CCC(=O)Nc2ccc(Cl)cc2Cl)o1	-4.4
OCCNc1ncnc2c1cnn2Cc1ccccc1	-1.0
O=C(Cc1c[nH]c2ccccc12)N1CCN(S(=O)(=O)c2ccc(F)cc2)CC1	-2.3
CS(=O)(=O)c1ccc(Nc2nc(C(N)Cc3ccc(F)cc3)cs2)cc1 (stereo not given)	-0.6
CCCCn1nnnc1C(c1cccs1)N1CCN(C/C=C/c2ccccc2)CC1 (stereo not given)	-3.4
Cc1nn(-c2ccccc2)c(-c2ccccc2[N+](=O)[O-])c1CC#N	-1.2
C[C@@H]1CCCCO[C@H](CN(C)C(=O)Nc2cccc3ccccc23)[C@@H](C)CN([C@H](C)CO)C(=O)c2cc(NC(=O)c3ccccc3)ccc2O1	-0.5
COC(=O)[C@H](Cc1ccccc1)NC(=O)/C=C/[C@H]1O[C@@H](n2cc(C)c(=O)[nH]c2=O)C[C@@H]1O	-1.1
O=C(N/N=C/c1ccc([N+](=O)[O-])o1)c1ccc(O)cc1	-6.4
Cc1ccc(-c2cnc(C(O)c3c(C)cccc3C)[nH]2)cc1 (stereo not given)	-0.6
Brc1cc2c(cc1C1OCCCO1)OCO2	1.3
Nc1ccc(-c2nc3ccc(C(=O)O)cc3s2)cc1	-114.0
CC(=O)Nc1ccc(-c2ccnc3c2CC(C(=O)NCc2ccco2)O3)cc1 (stereo not given)	-2.4
O=C(CC[C@H]1O[C@@H](n2cnc3c(NC(=O)c4ccccc4)ncnc32)[C@H](O)[C@@H]1O)NCCCN1CCOCC1	1.3
CC1=NN(C(N)=S)C(=O)C1N=Nc1ccccc1[N+](=O)[O-] (stereo not given)	2.9
CN(C)CCCN1C(=O)C(O)=C(C(=O)c2cc3ccccc3o2)C1c1ccccn1 (stereo not given)	2.2
C[C@@H]1CN([C@@H](C)CO)C(=O)CCCn2nncc2CO[C@@H]1CN(C)C(=O)Nc1ccc(N2CCN(C)CC2)cc1	-1.0
COc1ccccc1C1OCC(C)(C)CO1	1.1
Cc1ccc2c(c1)[C@H]1[C@H](CO2)[C@H](c2ccccc2)[C@]2(C)C(=O)N(C)CC(=O)N12	3.6
CCOc1ccc2nc(SCC(=O)NC(=O)C(C)C)sc2c1	-46.6
Cc1c(C)c2ccc(OCC(=O)N[C@@H](Cc3ccccc3)C(=O)O)cc2oc1=O	0.9
Cn1cc(C(=O)CCl)c2ccccc21	1.4
CN1CCN(c2ccc(CNC[C@H]3O[C@@H](n4cnc5c(=O)[nH]c(N)nc54)[C@H](O)[C@@H]3O)c(S(C)(=O)=O)c2)CC1	-2.7
COC(=O)[C@@]1(Cc2ccc(F)cc2)[C@H]2c3cc(C(=O)N4CCCC4)n(Cc4cc(F)cc5c4OCOC5)c3C[C@H]2CN1C(=O)c1ccccc1	1.0
CN(C)CCNCCCNc1c2ccccc2nc2cccc([N+](=O)[O-])c12	0.8
CC1=C(C(=O)N2CCOCC2)CC(CC(=O)NCC2CCCCC2)C(=O)N1Cc1ccc(C(C)(C)C)cc1 (stereo not given)	-2.7
Cc1cc(NC(=S)N(Cc2cccc(Br)c2)CC2CCC(C(=O)O)CC2)ccc1Cl (stereo not given)	3.1
O=C(Nc1ccc(Oc2ccccc2)nc1)[C@H]1O[C@@H](n2ccc(=O)[nH]c2=O)[C@H](O)[C@@H]1O	-0.9
CC(=O)Nc1ccc2c3c(ccc([N+](=O)[O-])c13)CC2	-0.5
CC1(C(=O)Nc2cccc(Oc3ccccc3)c2)CCN1Cc1ccccc1OC(F)F (stereo not given)	3.9
Cc1ccccc1S(=O)(=O)NC(=O)C1(C)CCN1C(=O)CC1CCCCC1 (stereo not given)	2.4
CCCS(=O)(=O)NC(=O)C1(C)CCCN(C(=O)c2cc(C)on2)C1 (stereo not given)	2.7
O=C(NC1CCCCC1)C1c2ccccc2OCC(=O)N1Cc1ccccn1 (stereo not given)	-4.3
CC(C)(C)n1c(O)c2n(c1=O)Cc1ccccc1N=C2c1ccccc1	2.0
CN(Cc1ccccc1)C(=O)[C@@H]1CCCN1C(=O)[C@@H]1CCCN1C(=O)c1cccs1	2.6
Cc1ccc(S(=O)(=O)N2CCC(C)CC2)cc1[N+](=O)[O-]	0.5
CC(=O)OCC=C1CCC2C3CC(C)C4=CC(=O)CCC4(C)C3C(O)CC12C (stereo not given)	0.8
CCNC(=S)Nc1ccc2c(c1)c(=O)n(C)n2CC=C(C)C	5.7
O=C(NC1CC1)c1cc(-c2ccco2)nc2ccccc12	3.3
CCCCNc1nc(NCc2ccccc2)nc2ccccc12	-3.0
CCCCN1CC(C)(C)[C@H](CC(=O)Nc2ccc(Br)cc2)C1=O	1.6
COc1cc(C(=O)NNC(=O)C2CC=CCC2C(=O)O)cc(OC)c1OC (stereo not given)	0.0
O=C(NCc1ccccc1)C(c1ccccc1)n1c(-c2ccncc2)nc2ccccc21 (stereo not given)	-4.9
Cc1ccc(-c2nnc(SCC(=O)Nc3ccccc3N3CCOCC3)o2)cc1	-1.1
CC(=O)Nc1ccc(NC(=O)C2CCN(S(C)(=O)=O)CC2)cc1	1.9
Cc1ccccc1NC(=O)c1ccccc1NC(=O)c1ccccc1F	2.3
COc1ccc(NC(=O)C2(C)CCN2CC2CCCCC2)cc1OC (stereo not given)	1.2
O=C(CN1CCN(C(=O)c2cc(C3CC3)nn2-c2ccccc2)CC1)Nc1ccc(F)cc1	2.2
Cc1cc(F)ccc1C(O)c1ncc(-c2ccccc2C(F)(F)F)[nH]1 (stereo not given)	-0.1
Cn1c(=O)c2cc(NC(=O)Cc3ccccc3F)ccc2n1Cc1ccc(Cl)cc1	25.3
CC(=O)[C@@]1(O)C(C)CC2C3C=C(C)C4=Cc5c(cnn5-c5ccccc5)C[C@]4(C)C3C(O)C[C@@]21C (stereo not given in full)	3.0
CN(Cc1ccc(Cl)cc1)C(C(=O)NC1CCCCC1)c1cc2ccccc2o1 (stereo not given)	0.0
COCCN1C(=O)CCC1(C)C(=O)Nc1ccc2ccccc2c1 (stereo not given)	0.0
Nc1[nH]c(C(=O)c2ccccc2)c(-c2ccc(Br)cc2)c1C(=O)NC1CC1	-5.6
Cc1ccc(Cl)cc1N1CCN(S(=O)(=O)N2CCCCC2)CC1	2.5
CC(=O)Nc1ccc(/C=N/Nc2nncc3ccccc23)cc1	1.9

# Next part
Compound	SENP1 inh
O=C1CC2C(CCC23OCCO3)c2ccc3ccccc3c21 (stereo not given)	0.0
Cc1cccc(CN2CCN(C3CN(Cc4cn(Cc5ccc(Cl)cc5)nn4)S(=O)(=O)C3)CC2)c1 (stereo not given)	3.9
COc1cc(CNc2ncnc3c2ncn3[C@H]2CN(Cc3ccc(Cl)cc3)C[C@@H](CO)O2)cc(OC)c1OC	1.8
CCNC(=O)C1(C)CCN(C(=O)c2ccc(OC(F)F)cc2)C1 (stereo not given)	2.8
CCNC(=O)C1(C)CCN(Cc2ccccc2-c2ccccc2)C1 (stereo not given)	-1.5
CSc1ccc(C(=O)Nc2cc(S(=O)(=O)N3CCOCC3)ccc2N2CCOCC2)cc1[N+](=O)[O-]	1.0
Cc1cccc(NC(=O)CCc2ccc(N3C(N)=NC(N)=NC3(C)C)cc2)c1	2.8
COc1ccccc1CNc1nc(NCc2cccc(OC)c2OC)c2sccc2n1	0.1
CCCCC1CC(=O)NC1(C(=O)OCC)C(=O)OCC (stereo not given)	1.9
Cn1ccc2c(-c3cccnc3)cc3c(c21)C1CCC3C1 (stereo not given)	4.3
COc1ccc(Cc2nc3ccc(C(=O)NCCSC)cc3o2)cc1	2.7
Cc1ccc(-c2nc3c4ccccc4ccn3c2CC2CCCCC2)cc1	-12.0
Cc1ccc(NC(=O)CSc2nnc(COc3ccccc3F)n2N)cc1S(=O)(=O)N1CCOCC1	2.2
Cc1cccc(C(=O)OCC(=O)NC(=O)NC2CCCCC2)c1	1.8
CCNC(=O)C1(C)CCN(C(=O)c2c(F)cccc2F)C1 (stereo not given)	3.4
Cc1ccc(CN2CC(N3CCN(Cc4cccc(C)c4)CC3)CS2(=O)=O)cc1 (stereo not given)	4.5
CCOC(=O)CSc1nnc([C@H](CC(C)C)NC(=O)OC(C)(C)C)o1	0.3
O=C(NCc1ccc(F)cc1)Nc1nnc([C@H]2C[C@H](O)[C@@H](CO)O2)s1	-0.9
O=C(NCc1ccccc1CN1CCCC1)c1ccc(S(=O)(=O)Nc2ccccc2)cc1	2.1
CS(=O)(=O)N1Cc2cc(C(=O)NCC3CC3)nc(-c3cccc(-c4cccnc4)c3)c2[C@H]1CCO	1.3
O=C(Cc1ccccc1)NN=Cc1ccccc1	1.6
CCN1CCN(c2sc(S(=O)(=O)CC)nc2S(=O)(=O)c2ccc(Cl)cc2)CC1	1.6
COc1ccccc1N1CCN(CCCN2C(=O)C3CCCCN3C2=O)CC1 (stereo not given)	1.0
Cc1cc(NC(=O)c2csc([C@@H]3O[C@H](CO)[C@H](O)[C@H](O)[C@H]3O)n2)n(C)n1	0.0
Cc1ccc(NC(=O)C2(C)CCN2C(=O)CCC2CCCC2)cc1C (stereo not given)	1.3
COc1ccc(-c2cnc3c(NC(C)=O)cc(-c4cccc(NS(C)(=O)=O)c4)cn23)cc1OC	0.7
C[C@@H]1CN([C@H](C)CO)C(=O)c2c(c3ccccc3n2C)-c2ccccc2CO[C@H]1CN(C)S(=O)(=O)c1cn(C)cn1	-3.7
O=C(Nc1cccc(OC(F)(F)F)c1)C1Cc2c(-c3ccc(Cl)cc3)ccnc2O1 (stereo not given)	1.3
O=c1c2ccccc2sn1-c1ccc(Cl)cc1Cl	-1.3
CCCC(N)CCCCCC(=O)O (stereo not given)	1.3
CCOC(CN=c1nc(N(C)C)ss1)OCC	-0.9
COc1ccc(S(=O)(=O)N(C)C)cc1NC(=O)COC(=O)c1n[nH]c2ccccc12	-33.3
CC(C)NC(=O)C1(C)CSCC(=O)N1CCOc1ccccc1 (stereo not given)	-0.2
O=C1c2ccccc2-c2c1c1ccccc1c(=O)n2CCO	4.5
CC(C)Oc1ccc(S(=O)(=O)N2CCOCC2)cc1NC(=O)CN1C(=O)c2ccccc2C1=O	-0.4
CCc1cc(=O)oc2cc(OC(C)C(=O)N3CC[C@@]4(O)CCCC[C@H]4C3)ccc12 (stereo not given in full)	-1.2
Cc1ccccc1NS(=O)(=O)c1ccc(C(=O)NCc2ccccc2CN2CCCC2)cc1	-2.3
CCCCC(=O)N(C)c1c(C)nc2ccc(C(=O)N3CCN(S(=O)(=O)CC)CC3)cn12	1.3
Cc1ccccc1-c1cc2nc(NCCN3CCCC3)n(C)c(=O)c2s1	-3.0
Nc1cc2nn(-c3ccccc3)nc2cc1Cl	-129.1

# Copied from the list:
# Entry of `O=C(Cc1c[nH]c2ccccc12)N1CCN(S(=O)(=O)c2ccc(F)cc2)CC1` in SENP1 inh: -2.3
# Entry of `CSc1ccc(C(=O)Nc2cc(S(=O)(=O)N3CCOCC3)ccc2N2CCOCC2)cc1[N+](=O)[O-]` in SENP1 inh: 1.0
# Entry of `CC(=O)Nc1ccc(NC(=O)C2CCN(S(C)(=O)=O)CC2)cc1` in SENP1 inh: 1.9
# Entry of `C[C@@H]1CN([C@H](C)CO)C(=O)c2c(c3ccccc3n2C)-c2ccccc2CO[C@H]1CN(C)S(=O)(=O)c1cn(C)cn1` in SENP1 inh: -3.7

# (list continues)
Compound	SENP1 inh
O=Cc1ccccc1OS(=O)(=O)c1ccccc1	0.1
O=C(CN1CCN(C(=O)CNC(=O)c2ccc(N3CCCC3=O)cc2)CC1)Nc1cccc(F)c1	-0.2
N=c1c(S(=O)(=O)c2ccccc2)cc2c(=O)n3ccccc3nc2n1C1CCCCC1	-12.6
CC1=C(C(=O)OC(C)C)C(c2ccc(Cl)cc2)n2c(s/c(=C\c3ccc(OCC(=O)O)cc3)c2=O)=N1 (stereo not given)	-36.0
CCNC(=O)C1(C)CCN(C(=O)c2cccc(C#N)c2)C1 (stereo not given)	2.3
CC1(C)CC[C@]2(C(=O)O)CC[C@]3(C)C(=CCC4[C@@]5(C)CC[C@H](O)C(C)(C)C5CC[C@]43C)C2C1 (stereo not given in full)	7.7
COC(=O)c1ccc2cc(C)cc(C)c2n1	-1.9
c1ccc(CCNc2ccc3c(c2)Cc2ccccc2-3)nc1	1.2
CC(O)(c1ccc(F)c(F)c1)c1nc(-c2ccccc2)cs1 (stereo not given)	2.3
Cc1cc(C)n2c(NC3CCCC3)c(-c3ccc(F)cc3)nc2n1	-3.1
CCOC(=O)c1cc2cc(OC)ccc2n1C1CCN(C)CC1	0.9
Cc1cccc(C(=O)N2CCC(=O)N([C@H](COCc3ccccc3)Cc3ccccc3)CC2)c1	0.9
COc1cccc(COC(=O)C2CC(=O)N(Cc3ccccc3)C2)c1OC (stereo not given)	2.7
COCCNC(=O)C1(C)Cc2c(-c3ccc(N(C)C)cc3)ccnc2O1 (stereo not given)	-1.7
CCOc1cc2c(cc1O)C(=NO)CC1C2CCC2(C)C(O)CCC12 (stereo not given)	1.9
COc1cccc(S(=O)(=O)Nc2ccc(C(O)(C(F)(F)F)C(F)(F)F)cc2)c1	2.1

# Another view of some results above.
> CC(O)(c1ccc(F)c(F)c1)c1nc(-c2ccccc2)cs1 (stereo not given)
  SENP1 inh: 2.3

> CCOc1cc2c(cc1O)C(=NO)CC1C2CCC2(C)C(O)CCC12 (stereo not given)
  SENP1 inh: 1.9

# Screens: PubChem, Sanford-Burnham Center for Chemical Genomics
